Screening results: PubChem, National Center for Advancing Translational Sciences (NCATS)
GALK inh: qHTS Assay for Inhibitors of Human Galactokinase (GALK); hit rate 0.007% among 270,000; P51570; Potency, µM (series often up to 57.5 µM), for inactives: at the highest dose activity change, negative = inhibition, usual class: inhibitors; Purified GALK, Kinase-Glo residual ATP luminescence; also: potency is read from the fitted curve at half-maximal effect; % is scaled to controls: 0 for no effect and ±100 for the full control effect
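Quantitative HTS: GALK 5 nM, ATP 35 uM, galactose 100 uM, 1 h room temperature, then luciferase-based ATP detection.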
TRPV1 agonist: HTS Assay for Compounds that Act as Agonists of the Vanilloid Receptor 1; Transient receptor potential cation channel subfamily V member 1 (Homo sapiens), Q8NER1; TRPV1-expressing cells, Fluo-8 calcium influx, agonist mode; activation, % at 8.33 µM; hit rate 0.19% among 320,000; AID 540275, 2011; in the data active = activation above about 80%; inconclusive = between about 30% and that limit; also: 0% is about no effect
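TRPV1-expressing cells were cultured overnight at 35.5C and loaded with Fluo-8 calcium dye for 40 to 90 min at room temperature. After a 10 s baseline, compound was added and calcium influx was read kinetically for 3 min (ex 480/em 520 nm).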
AT treatment: qHTS Assay for Identifying a Potential Treatment of Ataxia-Telangiectasia | AID 485349, 2010 | […] A-T fibroblasts, KAP-1 phosphorylation AlphaLISA; neocarzinostatin DNA damage 30 min before lysis | hit rate 0.19% among 320,000 | Potency, µM (top dose mostly 57.5 µM), for inactives: top-dose activation, usual class: activators; also: potency is read from the fitted curve at half-maximal effect; % of control where 0% means no effect; nearly all actives have a fitted effect of over 45% in size
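hTERT-immortalized A-T patient fibroblasts ([…]), 500 cells/well in OPTI-MEM, 1% FBS, got compounds for 60 min, then NCS for 30 min at 37C. Lysates were then assayed for phospho-KAP-1 by AlphaLISA (anti-pKAP1 donor, anti-KAP1 acceptor beads), 6 hr at 25C.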
Integrin act MD: qHTS for Activators of Integrin-Mediated Alleviation for Muscular Dystrophy | alpha7betagal myoblasts, beta-gal FDG fluorescence, 48 h | Potency, µM (series often up to 38.3 µM), for the others: at the top dose activation, hits mostly activators | hit rate 0.064% among 350,000 | AID 624291, 2012;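 also: potency is read from the fitted curve at half-maximal effect; 100% = response of the positive control SU9516; nearly all actives have a fitted effect of over 60% in size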
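alpha7betagal+/- myoblasts (passage 13, 250/well) treated 48 h at 37C with compounds at 1:260 dilution of DMSO stock. Lysed, then beta-galactosidase activity read as FDG fluorescence (ex 480/em 540) after 30 min, with pre-read for autofluorescence.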
MBNL1 CUG block: qHTS Assay for Inhibitors of MBNL1-poly(CUG) RNA binding; Muscleblind-like protein 1 (Homo sapiens), Q9NR56; TR-FRET MBNL1-His/biotin-(CUG)12 binding, 665/545 ratio; Potency, µM (series often up to 57.5 µM), without a hit: at the highest dose activity change, negative = inhibition, actives largely listed as inhibitors; hit rate 0.036% among 280,000; active = well fitted inhibition curve with a large enough effect in the signal ratio, with a control signal flat, not every such curve was filed as active; inconclusive = small, poorly fitted or top-dose-only effect, or effect the other way, or a change in a side signal; inactive = no such curve, though single readings can be large or run the other way; the % refers to the signal ratio; also: potency is read from the fitted curve at half-maximal effect; % is scaled to controls: 0 for no effect and ±100 for the full control effect
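TR-FRET readout: Ex 340 nm, 665/545 nm emission ratio, normalized to buffer-only (basal) and MBNL1-(CUG)12 controls. Complex of MBNL1-His with Biotin-(CUG)12, compounds 92 nM–58 uM, incubated 60 min at room temperature.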
KCNH2 WT inh: qHTS for Inhibitors of KCHN2 3.1: Wildtype qHTS. Voltage-gated inwardly rectifying potassium channel KCNH2 (Homo sapiens), Q12809. U2OS, BacMam KCNH2, thallium flux FluxOr; stronger effect = lower value. activity change, % at 1.84 µM. hit rate 0.37% among 340,000. AID 720551, 2013;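 active = maximum activity change below -70%; inconclusive = maximum activity change between -70% and -50%; inactive = maximum activity change above -50%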; also: % is scaled to controls: 0 for no effect and ±100 for the full control effect
Target sequence (Q12809 whole entry, looked up): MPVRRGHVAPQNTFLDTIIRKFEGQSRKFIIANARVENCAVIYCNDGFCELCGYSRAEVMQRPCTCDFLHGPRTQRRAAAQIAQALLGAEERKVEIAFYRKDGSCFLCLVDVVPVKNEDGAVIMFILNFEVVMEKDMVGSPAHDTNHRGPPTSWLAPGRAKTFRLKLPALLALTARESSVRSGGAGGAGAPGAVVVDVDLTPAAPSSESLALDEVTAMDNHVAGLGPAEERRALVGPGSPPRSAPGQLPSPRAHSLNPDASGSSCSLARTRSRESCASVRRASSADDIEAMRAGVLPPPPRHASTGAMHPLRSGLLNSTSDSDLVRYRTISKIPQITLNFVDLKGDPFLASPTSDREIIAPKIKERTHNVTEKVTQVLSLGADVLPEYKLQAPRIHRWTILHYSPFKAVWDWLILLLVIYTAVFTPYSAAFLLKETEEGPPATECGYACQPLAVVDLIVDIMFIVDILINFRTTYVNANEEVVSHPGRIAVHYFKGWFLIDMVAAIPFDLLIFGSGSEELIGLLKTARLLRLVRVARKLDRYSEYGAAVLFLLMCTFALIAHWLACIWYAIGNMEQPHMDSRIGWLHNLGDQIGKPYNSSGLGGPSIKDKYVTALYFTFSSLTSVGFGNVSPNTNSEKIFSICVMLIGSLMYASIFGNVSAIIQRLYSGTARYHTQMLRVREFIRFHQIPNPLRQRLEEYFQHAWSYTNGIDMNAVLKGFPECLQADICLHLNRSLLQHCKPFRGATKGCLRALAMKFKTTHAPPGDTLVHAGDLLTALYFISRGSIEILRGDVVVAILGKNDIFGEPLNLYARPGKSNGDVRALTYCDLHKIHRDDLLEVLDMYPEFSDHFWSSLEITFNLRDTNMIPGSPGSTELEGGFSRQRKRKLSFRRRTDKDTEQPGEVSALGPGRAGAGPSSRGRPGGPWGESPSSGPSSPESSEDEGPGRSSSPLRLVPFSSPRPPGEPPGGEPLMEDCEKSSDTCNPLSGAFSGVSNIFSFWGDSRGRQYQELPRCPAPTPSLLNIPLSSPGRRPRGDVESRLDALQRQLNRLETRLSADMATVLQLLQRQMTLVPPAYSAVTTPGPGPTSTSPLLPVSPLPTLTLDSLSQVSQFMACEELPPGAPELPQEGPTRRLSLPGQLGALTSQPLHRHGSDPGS
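U2OS cells were transduced with wild-type KCNH2 virus (2.03 x 10^8 / mL) for 4 h at room temperature, then cultured overnight at 37 C. Thallium flux was read with FluxOr dye. Rate constants were normalized to DMSO controls.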
MLL CXXC-DNA inh: qHTS Fluorescence Polarization Assay for Inhibitors of MLL CXXC domain - DNA interaction; MLL-CXXC / FITC-HOXA9 DNA fluorescence polarization; Potency, µM (titrated, usually from 115 µM), for the others: at the highest dose activity change, negative = inhibition, most hits filed as inhibitors; hit rate 0.037% among 290,000; active = well fitted inhibition curve with a large enough effect in the polarisation, with a control signal flat, not every such curve was filed as active; inconclusive = small, poorly fitted or top-dose-only effect, or effect the other way, or a change in a side signal; inactive = no such curve, though single readings can be large or run the other way; the % refers to the polarisation; also: potency is read from the fitted curve at half-maximal effect
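Steps: dispense CXXC domain solution (7 uM) → pin compounds or unlabeled HOX-A9 DNA control → 5 min ambient → add FLSN-HOX-A9 solution (50 nM) → spin → 30 min ambient → fluorescence polarization. Tris pH 7.5/NaCl/DTT/BSA buffer.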
ASM inhibitor: Inhibitors of Secretory Acid Sphingomyelinase (S-ASM): qHTS; hit rate 0.006% among 340,000; placental ASM, HMU-PC fluorogenic substrate, 60 min; Potency, µM (doses to about 57.5 µM), for the others: at the highest dose activity change, negative = inhibition, most hits filed as inhibitors; also: potency is read from the fitted curve at half-maximal effect
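Human placenta-derived ASM preincubated with compound 10 min at room temperature, then reacted with 9 uM (final) fluorogenic HMU-PC substrate for 60 min at 37 C. Stop solution raises pH to 10; fluorescence read at Ex 386/Em 447 nm.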
KCNH2 3.1 inh: qHTS for Inhibitors of KCHN2 3.1: Mutant qHTS. Potassium voltage-gated channel subfamily H member 2, brain isoform KCNH2 3.1 (human). U2OS KCNH2 3.1, thallium flux FluxOr; stronger effect = lower value. activity change, % (tested at about 1.8 µM). hit rate 0.95% among 340,000. AID 720553, 2013;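 active = maximum activity change below -70%; inconclusive = maximum activity change from -70% to -50%; inactive = maximum activity change above -50%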;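 also: thallium influx rate constant from kinetic fluorescence after stimulation buffer; % is scaled to controls: 0 for no effect and ±100 for the full control effect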
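U2OS cells transduced with KCNH2 3.1 mutant virus (1.77 x 10^8 /mL, 4 h), plated overnight at 37 C, loaded 45 min with FluxOr dye plus Red40 quencher. Thallium flux rate constant from kinetic reads after stimulation buffer, normalised to controls.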
Coupling enz: qHTS Assay for Inhibitors of Fructose-1,6-bisphosphate Aldolase from Giardia Lamblia: Coupling assay counterscreen; coupling enzyme system counterscreen, AmpLite Red fluorescence; activity change, negative = inhibition, % at 58.2 µM, hits read low; hit rate 0.67% among 290,000; AID 2472, 2010; in the data active = activity change below about -30%; also: % is scaled to controls: 0 for no effect and ±100 for the full control effect
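First, compound is pin-transferred into glyceraldehyde-3-phosphate coupling-enzyme reagent at 57.5 uM final and held 10 min at RT. Next, substrate, coupling system and AmpLite Red are added. After 20 min RT, fluorescence (525/598 nm) is read.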
* marks the source's active call; other numbers are inactive results; ? = inconclusive; . = no result given; [ ] = remark or other dose. Unless noted, calls follow the shape of the dose curve; as a rule, active = well fitted curve in the direction sought with a large enough effect; inconclusive = small, poorly fitted or top-dose-only effect, or another doubt; inactive = no such curve, though single readings can be large; an effect the other way counts as inactive or inconclusive.

The line under a structure holds: GALK inh, TRPV1 agonist, AT treatment, Integrin act MD, MBNL1 CUG block, KCNH2 WT inh, MLL CXXC-DNA inh, ASM inhibitor, KCNH2 3.1 inh, Coupling enz
> CN(C(=O)c1ccccn1)c1nnc(-c2cccnc2)s1
→ -1.6%, 4.7, 2.1%, 21.7%, 75.5%[activator], 9.3, -8.4%, 5.8%, -5.8, -2.1
> COc1ccc(/C=N/NC(=O)c2ccc(Cn3cc([N+](=O)[O-])cn3)o2)cc1O
→ -2.6%, 0.8, 6.0%, -9.4%, ?, -13.6, -4.7%, -2.4%, ., 4.9
> Cc1ccc(C2=CC(c3ccccc3)n3ncnc3N2)c(C)c1 (configuration not stated)
→ ., ., ., 6.5%, ., -8.7, ., 58.2%[activator], 14.3, .
> Nc1n[nH]c(CO)n1
→ -2.4%, -0.1, -7.5%, 1.9%, -0.4%, 1.2, -2.2%, -2.2%, -1.2, -0.2
> CC1CCN(CCOc2ccc(C(=O)c3ccccc3)cc2)CC1
→ 3.6%, 1.5, 3.3%, -6.4%, -7.5%, 17.4, 2.5%, 9.3%, -0.6, 0.3
> CNC(=O)C1CC(=O)N(c2ccc(OCC(=O)Nc3ccc(OC)cc3)cc2)C1 (configuration not stated)
→ ., 0.6, -1.9%, -20.9%, ., -2.0, ., 3.4%, 4.7, .
> FC(F)(F)c1cnc(/C=C/Nc2ccccc2Cl)c(Cl)c1
→ -2.8%, -1.5, -3.7%, -8.1%, 4.6%, 6.6, 6.7%, 16.0%, 8.2, -1.0
> COc1ccc(C(=O)C2CCCN(Cc3ccc4nonc4c3)C2)cc1OC (configuration not stated)
→ -1.6%, 23.5, -3.2%, 17.0%, ?, 6.8, -8.8%, 1.7%, -13.6, -1.7
> Cc1ccc(CNC(=O)c2ccccc2SCC(=O)NCC2CCCCC2)cc1
→ -0.1%, 14.0, 3.3%, -57.5%[inhibitor], 17.1%, 0.1, -1.2%, -1.1%, -7.4, 5.2
> CCN(CC)C(=O)N1CCN(C(=O)N2CCOCC2)CC1
→ 4.7%, 1.5, 0.8%, 28.4%, 0.7%, 6.1, 0.5%, 6.7%, 4.0, 0.4
> Cc1cc(-n2c(C)cc(C(=O)CSc3nnc4sc5ccccc5n34)c2C)no1
→ 2.9%, -0.6, 21.4%, 21.5%, -0.9%, 0.3, -4.9%, 5.2%, 2.7, 0.8
> NC(=O)COC(=O)c1ccc(NS(=O)(=O)c2ccc3c(c2)OCCO3)cc1
→ 0.5%, -0.3, -1.4%, 4.4%, -10.0%, -14.9, 0.7%, -1.6%, 12.1, 6.4
> CCSC1=N/C(=C\c2ccc(-c3ccccc3[N+](=O)[O-])o2)C(=O)S1
→ -0.2%, 2.9, -15.5%, 17.1%, 4.3%, -0.5, -29.0%, -11.0%, -2.3, 3.3
> O=C(NN=C1CCCC1)c1cc(-c2ccccc2)n[nH]1
→ 1.4%, -1.7, -0.7%, 17.5%, ., -0.6, 19.1%, 3.8%, 4.6, 2.3
> Cc1ccc(C)c(-c2ccc(=O)n(Cc3c(F)cccc3Cl)n2)c1
→ 1.6%, 23.6, -2.7%, ?, -2.7%, -6.7, 8.8%, -11.5%, 14.0, -16.8
> COC(=O)c1[nH]c2ccccc2c1NS(=O)(=O)c1ccc(F)c(C)c1
→ 0.2%, 10.7, 4.3%, 5.1%, -1.6%, -5.3, 5.9%, -2.1%, 15.8, -8.5
> COCCN(Cc1cc2cc3c(cc2nc1Cl)OCO3)C(=O)Nc1ccc(F)cc1
→ -4.3%, 12.6, 7.4%, -48.7%[inhibitor], -9.0%, -4.6, 0.3%, -7.6%, -3.9, 1.0
> COc1ccccc1N(C1=NCCCS1)S(=O)(=O)c1ccc(C(C)(C)C)cc1
→ -1.8%, ?, 1.8%, -27.5%, 14.4%, -2.5, 29.4%, 2.5%, 0.0, -3.1
> CCOC(=O)c1nnn2c3ccccc3c(=O)n(C)c12
→ 7.1%, -3.7, 2.1%, 14.6%, -6.8%, -0.5, -6.9%, -2.5%, -2.6, 3.2
> Cc1cc(NC(=O)c2cc3ccccc3o2)cc(C)c1OCC(=O)N1CCOCC1
→ 0.5%, 1.7, -1.4%, -7.3%, 5.1%, -3.3, -7.0%, -3.5%, 1.7, -4.2
> COc1ccccc1NC(=O)CCSc1nnc(-c2ccco2)o1
→ 10.2%, 1.0, 0.6%, 7.3%, -11.1%, -17.2, 0.5%, 6.8%, -21.1, -1.8
> N#CCC(=O)Nc1ccc(C(=O)OCC(=O)NC(=O)NCc2ccco2)cc1
→ ., ., -11.7%, -20.4%, ., 4.6, ., -2.5%, -11.8, .
> CCOC(=O)c1cc2c(C)[nH]c(C)c2cc(C(=O)OCC)c1=O
→ 0.9%, 0.6, 0.2%[11.5 µM], -44.3%, ?, -7.4, 46.5%[activator], 4.0%, -6.2, -3.4
> COc1cc(C(=O)O/N=C2\C=CC(=O)C(C)=C2)cc(OC)c1OC
→ -2.0%, 7.1, -3.1%, -67.1%[inhibitor], ?, -2.9, 9.1%, -5.6%, 18.3, -81.9*
> CSC(=NC#N)N1CCN(c2ccc([N+](=O)[O-])cc2)CC1
→ 0.9%, 3.8, 5.7%, -15.6%, ?, 14.3, 7.3%, -11.2%, -78.5*, 0.8
> COc1ccc(CN2CC(=O)N(c3ccc(C)cc3C)C2=S)cc1OC
→ -0.3%, 27.9, 3.9%, -6.7%, 9.3%, -4.1, 4.2%, -2.1%, -18.2, 0.5
> COc1ccc([N+](=O)[O-])cc1NC(=O)CSc1ccc2ccccc2c1
→ ., -0.7, 9.9%, -67.5%[inhibitor], 10.1%, -3.5, -2.6%, -2.6%, 8.5, -11.4
> CN(C)c1ccc(CNCC2CCCO2)cc1 (configuration not stated)
→ -3.5%, -6.5, -0.2%, -3.8%, -2.8%, -1.4, -0.4%, 1.5%, 6.7, -0.5
> CNC(=O)C(=O)Nc1cc2c3c(c1)C(C)C(=O)N3CCC2 (configuration not stated)
→ 1.8%, 0.1, 8.1%, -2.3%, -0.9%, 21.0, 3.9%, -1.4%, 24.7, .
> COc1ccc(C2=NN(c3nc(C(=O)O)cs3)C(O)(C(F)(F)F)C2)c(OC)c1 (configuration not stated)
→ 1.1%, 4.3, -0.5%, -3.1%, 18.8%, -12.9, -9.5%, 83.9%[activator], -32.2, -1.1
> Cc1ccc(NC(=O)C(C)N2C(=O)c3ccccc3S2(=O)=O)cc1Cl (configuration not stated)
→ ., 3.6, 8.0%, -16.6%, ., -4.0, ., -6.0%, 2.5, .
> Cc1ccc(NC(=O)CN(C)C(=O)C(C)N2CCN(Cc3ccccc3C)CC2)cc1 (configuration not stated)
→ ., 0.5, 2.9%, -12.3%, ., 2.0, ., 1.1%, -4.6, .
> CCOc1ccc(C(=O)NCC(=O)OCC(=O)c2ccc3c(c2)-c2ccccc2C3)cc1
→ -2.5%, -0.4, -0.6%, 20.1%, 36.7%[activator], -4.2, 5.6%, -8.1%, -4.0, 6.0
> Cc1cc2nnc(SCC(=O)N3CCCCCC3)n2c(N)n1
→ 2.1%, 0.8, -0.1%[11.5 µM], 15.6%, -3.9%, -7.8, 1.1%, 4.8%, -45.0, 5.1
> Cc1cc(C)nc(NC2=NCC(=O)N2c2ccc(F)c(Cl)c2)n1
→ -4.3%, -1.2, 4.4%, 1.8%, 3.9%, -5.9, 10.1%, 2.7%, 0.0, 3.3
> Cc1ccc(C)c(NC(=O)CN(C)C(=O)c2cc([N+](=O)[O-])ccc2N2CCOCC2)c1
→ ., -1.7, -0.7%, -2.4%, ., -7.8, ., -2.4%, -10.6, .
> CCC(C)(C)n1nnnc1C(C(C)C)N1CCSCC1 (configuration not stated)
→ -0.4%, -1.2, ., -7.5%, 4.9%, -3.3, -3.8%, 1.7%, 2.8, 2.7
> Cc1cccc2cc(/C=N/Nc3ccc(C(=O)O)cc3)c(Cl)nc12
→ ., 2.6, 9.1%, -22.8%, ?, 0.3, -0.1%, -1.8%, -2.0, 0.1
